HIV peptide binding: cell-free HIV fusion peptide-binding blockers – biochemical, uHTS, fluorescence dequenching, primary screen (AID 1986). cell-free peptide binding, fluorescence dequenching, 30 min; higher % means a stronger effect. inhibition, % at 20 µM, or IC50 in µM where a hit was titrated. 290,000 compounds, 0.3% hits; in the data active = inhibition mostly above about 52%, no sharp cut-off; inactive = mostly below about 76%; also: some results filed as inactive read as strong as hits
GPR55 LPI antagonism: GPR55 antagonists blocking LPI-driven arrestin recruitment, primary screen, imaging, U2OS, beta-arrestin-GFP, LPI agonist (AID 2013). one-dose inhibition, % at 10 µM; IC50 in µM for titrated hits. 290,000 compounds, 0.13% hits. U2OS GPR55 beta-arrestin-GFP translocation imaging, LPI antagonism; higher % means a stronger effect;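 active = spots per cell inhibited over 60%, with over 100 cells counted and total cytoplasm intensity under 500,000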;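 also: U2OS cells stably carrying GPR55 and arrestin-GFP stimulated by 5 µM LPI near EC80; imaged beta-arrestin-GFP aggregate spots per cell after agonist stimulation; plate controls were LPI-stimulated DMSO wells for no effect and DMSO wells without LPI for full effect; some results filed as inactive read as strong as hits; confirmed hits need IC50 under 10 µM and bright autofluorescent wells are also inconclusive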
NTR1 agonist: NTR1-driven beta-arrestin-GFP spot formation – imaging, U2OS cells, high content, primary screen (AID 493036); agonist mode; activation, % at 20 µM; 330,000 compounds, 0.17% hits;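 active = activation at or above 40% of the spot to cytoplasm intensity ratio, with at least 20 cells analyzed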;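 also: 0% = DMSO without peptide and 100% = 100 nM NTR1 peptide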
Target sequence (P30989 whole entry, looked up): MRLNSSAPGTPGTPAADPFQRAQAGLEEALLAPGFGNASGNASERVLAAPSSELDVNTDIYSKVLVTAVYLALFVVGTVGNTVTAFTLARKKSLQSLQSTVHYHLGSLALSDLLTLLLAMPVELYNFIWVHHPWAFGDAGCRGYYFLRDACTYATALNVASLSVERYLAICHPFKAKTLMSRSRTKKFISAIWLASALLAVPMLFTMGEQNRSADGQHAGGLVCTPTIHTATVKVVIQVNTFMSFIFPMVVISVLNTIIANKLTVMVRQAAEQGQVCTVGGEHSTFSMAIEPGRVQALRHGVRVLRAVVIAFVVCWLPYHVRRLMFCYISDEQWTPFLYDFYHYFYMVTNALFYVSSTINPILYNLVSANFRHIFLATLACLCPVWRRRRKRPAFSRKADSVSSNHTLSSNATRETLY
GPR35 antagonists: inhibition of zaprinast-stimulated GPR35 beta-arrestin translocation – imaging, U2OS, beta-arrestin-GFP, zaprinast agonist, primary screen (AID 2058); U2OS GPR35 beta-arrestin-GFP translocation imaging, zaprinast antagonism; higher % means a stronger effect; inhibition, % at 10 µM, or IC50 in µM where a hit was titrated; 290,000 compounds, 0.052% hits;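 active = inhibition of at least 50% with at least 30 cells and total cytoplasm GFP at most 10,000,000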
Myeloid diff 2: myeloid differentiation induction. ER-HoxA9 myeloid progenitors, lysozyme-GFP differentiation, flow cytometry. calls only at 10 µM. 360,000 compounds, 1% hits;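 active = normalized GFP-positive differentiation at or above the plate's own cutoff, the solvent-only control mean plus 3 SD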;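 also: cells exposed to compound for four days before flow analysis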
Salmonella PhoP GFP: PhoP-dependent GFP reporter repression – Salmonella Typhimurium, primary screen (AID 1863). inhibition, % at 50 µM; hits with a dose series show IC50 in µM. S. Typhimurium PhoP-regulated promoter GFP reporter, 4 h; higher % means a stronger effect. 300,000 compounds, 0.16% hits;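 active = inhibition over 29.93%, a cutoff 3 SD above the screen mean, later confirmed by dose response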;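 also: 0% = low Mg2+ inducing control and 100% = high Mg2+ repressing control; strong numbers were not always called active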
MgcRacGAP inhibition: MgcRacGAP GTPase-activating activity inhibitors, confirmation, biochemical, ADP Hunter fluorescence; 340,000 compounds, 0.6% hits; inhibition, % at 30 µM; hits with a dose series show IC50 in µM; MgcRacGAP-stimulated Rac1 GTP hydrolysis, ADP Hunter fluorescence; higher % means a stronger effect; GST-tagged Rac1 F28L mutant substrate; AID 624330;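 active = first-screen hits whose inhibition reached a set limit at any dose in the follow-up dose series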;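 also: fluorescence reports GDP produced by GAP-driven GTP hydrolysis; strong numbers were not always called active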
LYP inhibition: inhibitors of LYP phosphatase, biochemical, fluorescence intensity, uHTS (AID 1779) | 290,000 compounds, 0.054% hits | recombinant LYP phosphatase, fluorescence intensity; higher % means a stronger effect | inhibition, % at 11.5 µM, or IC50 in µM where a hit was titrated; in the data active = inhibition above about 50%;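 also: plate controls were vehicle with enzyme for no effect and no enzyme for full effect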
SIAH1 antagonists: blockers of Siah-1 interaction with plectin peptide – biochemical, fluorescence polarization, rhodamine-plectin, uHTS, primary screen (AID 1817) | Siah-1 / rhodamine-plectin peptide fluorescence polarization; higher % means a stronger effect | one-dose displacement, % at 20 µM; IC50 in µM for titrated hits | 290,000 compounds, 0.02% hits;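 active = displacement of at least 50% at 20 µM, with a fluorescence ratio check between 0.3 and a set limit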;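 also: plate controls were Siah plus tracer with DMSO for no effect and tracer alone without Siah for full effect; strong numbers were not always called active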
NTR1 agonist cell count 20 µM: also measured in NTR1 agonist; calls as there; cell count; measured here: cell count, cytotoxicity flag
Myeloid diff 2 GFP+ MAC1+ %: further read-out of Myeloid diff 2, marked with its call; GFP+ MAC1+ double positive, %; measured here: differentiation confirmed by MAC1 staining
Active calls of the source: *; i = inactive; x = no result given.

SMILES	HIV peptide binding	GPR55 LPI antagonism	NTR1 agonist	NTR1 agonist cell count 20 µM	GPR35 antagonists	Myeloid diff 2	Myeloid diff 2 GFP+ MAC1+ %	Salmonella PhoP GFP	MgcRacGAP inhibition	LYP inhibition	SIAH1 antagonists
COc1cc(CCC(=O)Nc2cc(C)cc(C)c2)cc(OC)c1OC	-0.8%	-6%	1.6	48	-2%	i	0.2	-2%	6%	1%	2%
CCN=C(Nc1ccc(Cl)cc1)c1cccnc1	-0.9%	4%	-3.7	79	8%	i	2.3	-2%	7%	-4%	0%
CSc1cccc(NC(=O)C(C)NS(=O)(=O)c2ccc(F)cc2)c1 (centres undefined)	3.4%	-2%	-0.7	44	9%	i	5.8	-2%	1%	-3%	-2%
CCOC(=O)c1sc(NC(=O)c2c(OC)cccc2OC)nc1C	2.2%	2%	-0.3	39	10%	i	0.5	2%	9%	-2%	-2%
O=C(Nc1cccc(F)c1)Nc1ccnn1C1CCN(C(=O)c2cscn2)CC1	-2.7%	9%	0.5	62	-1%	i	2.7	2%	7%	-7%	-6%
CC1CCC(NC(=O)c2ccc3snnc3c2)CC1 (centres undefined)	-0.1%	6%	0.5	63	5%	i	3.3	-2%	6%	-10%	1%
Cc1ccc(NCc2nnc(SCC(=O)Nc3cc(C)on3)n2C)cc1	-4.5%	20%	-0.5	64	1%	i	0.5	6%	0%	-6%	-6%
COC(=O)C1(CCSC)NC(c2ccc(O)cc2)C2C(=O)N(c3ccc(F)cc3)C(=O)C21 (centres undefined)	-0.2%	-20%	0.3	62	4%	i	0.6	1%	6%	-5%	1%
CCOC(=O)c1cnc(SCc2nc(N)nc(Nc3ccccc3OC)n2)nc1N	-1.2%	5%	5.3	88	-6%	x	x	10%	x	-6%	-1%
CCOC(=O)Cc1nnc(Nc2cc(C)ccc2C)c2ccccc12	0.1%	7%	0.4	79	-11%	i	0.7	5%	17%	-2%	7%
O=C(NCc1ccccn1)C12CC3CC(CC(C3)C1)C2	1.1%	-2%	0.7	93	8%	i	0.4	x	3%	-4%	11%
O=C(NCc1cccnc1)NC1CCCN1S(=O)(=O)c1ccc(Cl)cc1 (centres undefined)	-1.8%	2%	1.1	48	-1%	i	0.7	-3%	6%	-12%	4%
COc1cccc(OCC(=O)Nc2ccncc2)c1	1.9%	-9%	0.7	55	-14%	i	0.5	3%	7%	-11%	3%
NC(=O)CSc1nnc(Cn2c(=O)sc3ccccc32)n1-c1cccc(Cl)c1	2.0%	14%	-1.8	59	9%	i	0.3	-7%	6%	-6%	-3%
CCc1ccccc1NC(=O)c1cc(-c2ccc3c(c2)OCO3)on1	-0.6%	4%	0.0	46	6%	i	0.5	-1%	10%	-10%	-4%
CCCOC(=S)NC(=O)c1sc2ccccc2c1Cl	5.4%	0%	1.5	77	16%	i	1.1	-9%	2%	-6%	-2%
NC(=O)CC(NC(=O)Cc1ccc(Br)cc1)c1ccc(NCCc2ccccc2F)c([N+](=O)[O-])c1 (centres undefined)	1.8%	-4%	2.0	102	-2%	i	2.2	10%	7%	-6%	1%
COC(=O)c1ccc(NC(=O)c2ccccc2NS(=O)(=O)c2ccccc2)cc1	-5.8%	6%	5.3	90	-2%	i	0.5	-1%	11%	-5%	0%
O=C(NCc1ccccc1)C1CCN(S(=O)(=O)N2CCOCC2)CC1	12%	-4%	-1.0	69	5%	i	7.1	3%	4%	-2%	-2%
CCOc1ccc(C(=O)NCC(=O)Nc2ccc(N3CCOCC3)cc2)cc1OCC	-1.5%	-3%	0.9	35	4%	i	1.0	-9%	3%	-7%	-11%
Cc1ccn2c(Nc3ccccc3C)c(-c3ccncc3)nc2c1	-3.7%	2%	-2.1	77	-16%	i	0.2	3%	5%	-3%	-6%
O=C(NCc1cccnc1)C(=O)C1C(=O)Nc2ccccc21 (centres undefined)	-1.7%	9%	1.3	52	23%	i	0.5	-5%	1%	-9%	1%
CS(=O)(=O)N(CC(=O)NCC1CCCO1)c1cc(Cl)cc(Cl)c1 (centres undefined)	4.0%	3%	0.7	45	-3%	i	8.1	-12%	-4%	-3%	3%
Nc1nnc(SCC(=O)Nc2cc(S(=O)(=O)N3CCOCC3)ccc2Cl)s1	0.4%	-2%	1.7	69	2%	i	0.6	-3%	9%	-9%	-2%
CC1(C)Cc2c(sc3nc(SCC(=O)NCc4ccco4)n(-c4ccccc4)c(=O)c23)CS1	4.2%	10%	3.7	51	4%	i	0.5	-4%	5%	0%	-6%
Cc1cccc(NC(=S)/N=C(\N)Nc2nc(C)c3ccc(C)cc3n2)c1	-2.0%	-10%	0.6	43	-4%	i	1.4	-8%	16%	-10%	-3%
COc1ccccc1NS(=O)(=O)c1cc(NC(=S)NCCN2CCOCC2)ccc1N1CCOCC1	-0.6%	3.2µM*	-1.1	62	-9%	i	0.4	3%	22%	4%	11%
O=C(Cc1ccccc1)NNS(=O)(=O)c1ccc(F)cc1	-0.3%	8%	2.8	49	9%	i	0.5	5%	-8%	-6%	0%
CN1C(=O)CSc2ccc(NC(=O)NCc3ccccc3)cc21	-1.2%	-2%	-1.1	77	-1%	i	0.5	9%	5%	-8%	1%
CCc1cc(-c2n[nH]c(C)c2-c2nc3ccccc3n2C)c(O)c(CN2CCN(C)CC2)c1O	3.1%	-10%	2.8	45	12%	i	4.0	0%	2%	-1%	0%
CCC1CCCCN1CCCNC(=O)CN1C(=O)c2cccnc2Oc2ccc(C)cc21 (centres undefined)	-0.3%	2%	-0.6	47	8%	i	1.0	-1%	6%	-9%	-3%
Cc1ccc(Cn2cnc3ccccc32)cc1C	-2.7%	-8%	0.8	46	11%	i	0.9	4%	6%	-6%	-3%
Cc1nc2ncnn2c(N2CCN(C(c3ccccc3)c3ccccc3)CC2)c1C	-2.8%	7%	22	60	-14%	i	6.3	4%	7%	-4%	2%
CC(C)NCCOCCOc1ccc(Cl)cc1Br	2.3%	3%	0.3	51	-7%	i	0.5	6%	18%	-3%	0%
C[C@@H]1NC(=O)c2cc([N+](=O)[O-])cc(I)c2NCC[C@@H](C(N)=O)NC(=O)[C@H](CC(N)=O)NC1=O	3.0%	4%	0.2	74	3%	i	1.0	2%	10%	4%	-3%
O=C(COc1ccc(Cl)cc1)N1CCN(c2ccc([N+](=O)[O-])c(N3CCCCC3)c2)CC1	-1.7%	3%	1.6	61	7%	i	5.8	0%	4%	2%	0%
COc1ccc(NS(=O)(=O)c2ccc(S(=O)(=O)N3CCCC3)cc2)cc1	-0.6%	0%	0.9	52	-7%	i	1.2	26%	7%	-6%	0%
COCCCn1c(C(=O)N2CC(C)OC(C)C2)cc2c(=O)n3ccccc3nc21 (centres undefined)	1.5%	9%	-0.3	45	4%	i	0.8	-1%	6%	-26%	2%
Cc1cc2oc(C(=O)N(Cc3ccc(N(C)C)cc3)CC3CCCO3)c(C)c2cc1C (centres undefined)	-3.7%	-14%	7.9	59	-4%	i	1.5	-5%	9%	-3%	-4%
CSc1cccc(NC(=O)CN(C2CCCCC2)S(C)(=O)=O)c1	-0.6%	6%	-1.4	56	-2%	i	0.7	22%	-3%	-8%	-4%
CCOC(=O)CN1C(=O)C(O)(CC(=O)c2ccccn2)c2ccccc21 (centres undefined)	-1.1%	-5%	0.0	87	10%	i	2.6	10%	-2%	-8%	-2%
Cc1cnc(NC(=O)c2c(Cl)cnn2C)s1	-0.5%	13%	-0.2	69	9%	i	1.1	3%	2%	-10%	2%
COc1ccc(C(=O)NNC2=Nc3cccc4cccc2c34)cc1	1.1%	-14%	0.6	39	-1%	i	0.5	-14%	0%	4%	1%
CC(C(=O)O)n1nc(-c2ccccc2)c2ccccc21 (centres undefined)	-0.3%	14%	0.7	84	1%	i	1.2	3%	2%	-6%	2%
C=CCn1c(=O)c(C(=O)Nc2ccccc2O)c(O)c2ccccc21	-1.7%	-3%	13	67	13%	i	0.8	-5%	6%	-2%	4%
Cc1cc(C)c(S(=O)(=O)N2CCN(S(=O)(=O)N3CCOCC3)CC2)c(C)c1	0.9%	4%	-0.3	56	1%	i	0.8	-3%	6%	-5%	4%
O=C(O)c1cccc(N2C(=O)c3ccc(C(=O)c4cccc([N+](=O)[O-])c4)cc3C2=O)c1	1.5%	7%	2.9	54	9%	i	0.2	6%	8%	-4%	-1%
Cc1ccc(C(=O)NCC(=O)N2CCC3(CC2)NCCc2[nH]cnc23)cc1C	1.5%	12%	-0.9	57	-4%	i	4.5	-21%	8%	-3%	3%
CC(C(=O)OCC(=O)c1c(N)n(C)c(=O)n(C)c1=O)N1C(=O)c2ccccc2C1=O (centres undefined)	1.8%	-4%	-1.8	77	-8%	i	0.4	3%	8%	-4%	6%
COc1ccc(C2c3[nH]c4ccccc4c3CCN2Cc2cccn2-c2ncccn2)cc1C (centres undefined)	2.1%	-1%	8.4	52	-4%	i	0.5	2%	-9%	-5%	-1%

The results go on.
SMILES	HIV peptide binding	GPR55 LPI antagonism	NTR1 agonist	NTR1 agonist cell count 20 µM	GPR35 antagonists	Myeloid diff 2	Myeloid diff 2 GFP+ MAC1+ %	Salmonella PhoP GFP	MgcRacGAP inhibition	LYP inhibition	SIAH1 antagonists
O=C(NCCC1CCCCN1S(=O)(=O)c1ccccc1)C(=O)NCC1CCCO1 (centres undefined)	x	x	-0.2	51	x	i	0.3	-4%	3%	x	x
COc1ccc(N2CCN(S(=O)(=O)c3cccc(C(F)(F)F)c3)CC2)cc1	0.3%	0%	1.8	62	12%	i	0.5	3%	12%	2%	0%
CCOc1ccc(C2=C/C(=C/c3cccnc3)C(=O)O2)cc1	15%	13%	-1.0	81	2%	i	0.6	-1%	7%	2%	0%
COc1ccc(CNS(=O)(=O)c2cn(C)c(=O)n(C)c2=O)cc1	-0.9%	1%	1.5	42	-6%	i	0.8	-3%	3%	-6%	4%
CN1/C(=C\C=C(/C#N)C(=O)Nc2ccccc2F)C(C)(C)c2ccccc21	61%	2%	-1.0	78	-3%	i	0.1	-4%	2%	-4%	3%
Cn1c(Cn2c(=O)sc3ccccc32)nnc1SCc1ccccc1F	-1.3%	6%	-1.9	65	0%	i	4.1	-2%	-6%	-6%	4%

Two records drawn at random from those above, as already listed:
SMILES	HIV peptide binding	GPR55 LPI antagonism	NTR1 agonist	NTR1 agonist cell count 20 µM	GPR35 antagonists	Myeloid diff 2	Myeloid diff 2 GFP+ MAC1+ %	Salmonella PhoP GFP	MgcRacGAP inhibition	LYP inhibition	SIAH1 antagonists
O=C(NCc1ccccc1)C1CCN(S(=O)(=O)N2CCOCC2)CC1	12%	-4%	-1.0	69	5%	i	7.1	3%	4%	-2%	-2%
COc1ccccc1NS(=O)(=O)c1cc(NC(=S)NCCN2CCOCC2)ccc1N1CCOCC1	-0.6%	3.2µM*	-1.1	62	-9%	i	0.4	3%	22%	4%	11%

Compound activity deposited in PubChem BioAssay by several laboratories.
